HKDC1 inh – blocks human hexokinase HKDC1 activity. AID 493160. recombinant HKDC1, G6PDH/diaphorase resazurin coupled fluorescence. 340,000 compounds, 0.16% hits. inhibition, % at 20 µM. Q2TB90;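 active = inhibition above about 35% when tested at 20 µM, limit read from the data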;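 also: plate controls were DMSO wells with enzyme for no effect and DMSO wells lacking enzyme for full effect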
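test system = in-house recombinant HK5 (HKDC1) enzyme | amount = HKDC1 at 5 µg/mL | control set = DMSO-enzyme wells negative, buffer-substituted wells positive | compound = one dose of 20 µM, 1% DMSO | schedule = reaction time 90 min, room temperature, protected from light | technique = resorufin fluorescence at 613 nm | reagent = glucose with 1 mM ATP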
Jurkat NFkB inh – inhibitors of the PMA/ionomycin-induced NF-kB reporter in Jurkat cells. AID 435003. 330,000 compounds, 0.53% hits. PMA/ionomycin-induced NF-kB luciferase reporter, luminescence. inhibition, % at 4 µM
SENP7 block – SENP7 protease inhibition; AID 434973; recombinant SENP7, Z-RLRGG-aminoluciferin luminescence, 40 min; 330,000 compounds, 1.5% hits; Q9BQF6; inhibition, % at 5 µM;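 active = inhibition above about 50% at the single test dose, limit read from the data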;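 also: plate controls were DMSO with enzyme for no effect and no enzyme buffer wells for full effect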
Target sequence (Q9BQF6 706-1050 limits assumed): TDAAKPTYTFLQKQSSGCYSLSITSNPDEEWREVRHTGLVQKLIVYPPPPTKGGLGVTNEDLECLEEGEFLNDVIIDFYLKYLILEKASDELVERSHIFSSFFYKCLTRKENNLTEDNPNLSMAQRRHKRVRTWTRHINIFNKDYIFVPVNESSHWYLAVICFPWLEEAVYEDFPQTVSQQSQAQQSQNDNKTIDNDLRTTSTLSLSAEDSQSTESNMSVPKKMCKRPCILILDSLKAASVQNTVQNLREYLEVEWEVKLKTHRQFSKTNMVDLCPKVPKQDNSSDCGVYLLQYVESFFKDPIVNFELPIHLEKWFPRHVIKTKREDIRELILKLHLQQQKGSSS
697 NFkB inh – lowers PMA/ionomycin-induced NF-kB signal in 697 B cells; 697 B-cell NF-kB luciferase reporter, 16 h; inhibition, % at 4 µM; 330,000 compounds, 0.33% hits; in the data active = inhibition above about 35%
Apaf1 inhib – inhibitors of human Apaf-1 apoptosome; 330,000 compounds, 0.71% hits; reconstituted apoptosome caspase-3 activity, DEVD-Rh110 fluorescence; O14727; inhibition, % at 20 µM; active = inhibition of at least 40% at 20 µM;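 also: plate controls were DMSO wells for no effect and DEVD-CHO caspase inhibitor wells for full effect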
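Assay system: Apoptosome proteins | Medium: pH 7.5 Hepes buffer with CHAPS, BSA, DTT | Also added: Cytochrome c and DEVD-Rh110 substrate | Times: 30 min plus 50 min, RT | Detection: Rhodamine 110 fluorescence at Ex 480/Em 540 nm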
Gli-Sufu block – Gli-Sufu pathway antagonism; inhibition, % at 5 µM; 340,000 compounds, 0.74% hits; Sufu-KO-LIGHT fibroblasts, Gli luciferase reporter luminescence;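 active = inhibition above about 55%, limit read from the data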;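 also: 0% = DMSO-treated cells and 100% = wells with medium but no cells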
SENP8 block – blocks the human protease SENP8. purified SENP8, Z-RLRGG-aminoluciferin cleavage, luminescence. 330,000 compounds, 1.2% hits. Q96LD8. inhibition, % at 10 µM. AID 2540
Target sequence (Q96LD8 whole entry, looked up): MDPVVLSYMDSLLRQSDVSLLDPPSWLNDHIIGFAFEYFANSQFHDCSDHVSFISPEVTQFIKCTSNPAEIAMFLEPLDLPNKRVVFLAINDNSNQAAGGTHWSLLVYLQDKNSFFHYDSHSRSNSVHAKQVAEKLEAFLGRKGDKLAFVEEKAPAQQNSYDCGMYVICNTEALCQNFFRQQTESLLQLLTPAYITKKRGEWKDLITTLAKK
UBC13 polyUb – inhibitors of human UBC13 polyubiquitin chain formation; TR-FRET; inhibition, % at 20 µM; 330,000 compounds, 0.47% hits; AID 485273; in the data active = inhibition above about 45%, passing the limit was not always enough; inconclusive = no clear call, values can overlap the other calls
Target sequence (P61088 whole entry, looked up): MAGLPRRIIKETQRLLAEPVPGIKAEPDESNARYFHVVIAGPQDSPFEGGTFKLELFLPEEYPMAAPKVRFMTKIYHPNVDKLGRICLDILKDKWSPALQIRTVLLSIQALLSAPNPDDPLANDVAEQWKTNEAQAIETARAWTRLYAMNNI
An asterisk follows results filed as active; ? = inconclusive; · = no result given. Rule as the data show it, unless noted: active = inhibition above about 50%; inactive = the rest.

SMILES	HKDC1 inh	Jurkat NFkB inh	SENP7 block	697 NFkB inh	Apaf1 inhib	Gli-Sufu block	SENP8 block	UBC13 polyUb
C[C@]12CC[C@@H]3c4cc(O)c(O)cc4CC[C@H]3[C@@H]1CC[C@@H]2O	-6	52*	11	-41	10	-4	-4	13
COc1ccc(-c2nnc3n2N=C(C)CS3)cc1OC	1	0	7	2	1	1	3	-1
O=C(Cn1c2ccccc2c2nc3n(c(=O)c21)CCS3)Nc1ccccc1	-3	0	0	11	-10	10	6	4
Cc1cccc(C)c1NC(=O)CSc1nnc(CCCCCNC(=O)OC(C)(C)C)o1	1	-8	0	6	4	-3	9	6
Cc1ccc(CSCCNC(=O)CSCc2ccc([N+](=O)[O-])cc2)cc1	2	12	5	21	2	55	4	12
CCNC(=O)c1c(C)[nH]c(C(=O)OCC)c1C	2	-6	2	19	-22	-5	6	1
COc1ccc(CC(=O)N(Cc2ccccc2)c2cccc(C)c2)cc1OC	-2	21	7	-6	6	5	-6	8
CCCC(=O)O[C@]1(C(=O)CO)CC[C@H]2[C@@H]3CCC4=CC(=O)CC[C@]4(C)[C@H]3[C@@H](O)C[C@@]21C	-5	18	6	1	-8	13	8	5
CCCCSc1nc2c(c(=O)[nH]1)CCC2	-7	1	-4	3	-19	2	-2	7
O=C(CN1CCCC1=O)NC1C2CC3CC(C2)CC1C3 (configuration not stated)	-16	2	-1	7	-2	-3	-2	4
COc1ccccc1N1CCN(/N=C/c2ccc([N+](=O)[O-])cc2)CC1	-4	-74	64*	-79	14	-39	54*	0
CNn1cnc2ccsc2c1=O	-3	-5	8	-1	-8	-4	-2	4
CC1(C)CCCC2=C1CC1C(=O)N(Cc3cccnc3)C(=O)C1C2 (configuration not stated)	-2	5	1	9	2	-2	0	-3
O=C(Nc1ccncc1)c1cc(S(=O)(=O)N2CCCCC2)ccc1Cl	-3	4	-7	-7	3	6	3	2
CC(C)CCNC(=O)c1ccc(-c2ccccc2)cc1	·	-56	24	-53	5	·	7	10
COc1cccc(NC(=O)C(=O)NCCC2CCCCN2S(=O)(=O)c2ccccc2)c1 (configuration not stated)	8	-75	11	-58	11	-60	16	2
COC(=O)Cc1csc(/N=C/c2c(O)n(-c3cccc(C(F)(F)F)c3)c(=O)c3ccccc23)n1	-12	6	-1	-10	-2	1	-1	-1
COc1cccc(OC)c1C(=O)Nc1ccc(C)cc1C(=O)c1ccccc1	13	6	0	2	1	-3	-3	8
CCC(=O)Nc1ccc(-c2cc3ccccc3oc2=O)cc1	0	-93	8	27	-4	-26	0	5
CCOc1ccc(-c2nc3ccccc3c(=O)o2)cc1	-2	-68	73*	-107	-4	-15	22	7
c1ccc(C(c2ccccc2)c2noc(CN3CCC(c4ccncc4)CC3)n2)cc1	1	10	2	-8	20	1	4	7
CC(=O)Nc1ccc(NC(=O)C(Cc2ccccc2)NC(=O)C2CCCCC2)cc1 (configuration not stated)	5	-1	-1	-10	-4	7	-2	8
COc1ccc(CSc2nnc(-c3ccncc3)n2C)cc1F	-8	-7	-3	-7	0	12	1	3
COc1ccc(N=Cc2cc(Cc3ccccc3Cl)cc([N+](=O)[O-])c2O)cc1OC	14	10	10	1	17	-6	22	-27
CC(C)N(C1=CC(=O)OC12CCCCC2)C(C)C	-7	16	2	7	-5	10	-3	4
CN(Cc1nc2ccccc2c(=O)[nH]1)CC(O)COCc1ccco1 (configuration not stated)	-12	8	1	-1	-1	-7	-2	-1
COc1ccc(C(=O)NCC2CCCN2S(=O)(=O)c2cccs2)cc1OC (configuration not stated)	-1	1	7	-53	17	4	-15	0
Cc1cc2oc(=O)cc(CN3CCN(S(=O)(=O)c4cccs4)CC3)c2cc1C	-4	-12	-5	-15	12	10	-6	-14
COCCN(C(=S)Nc1ccc(C)cc1C)C(C)c1ccco1 (configuration not stated)	-4	6	2	28	-22	10	3	6
CCCNC(=O)NC(=O)c1cnccc1C(F)(F)F	1	-2	9	6	-10	-1	-12	-9
O=C(NNC(=O)c1cccc(C(F)(F)F)c1)c1ccc(-n2cnnn2)cc1	-1	-1	-2	-4	1	1	-10	-4
CCOC(=O)c1c(-c2ccccc2)csc1NC(=O)c1ccc(S(=O)(=O)N2CCOCC2)cc1	11	2	-2	-30	6	18	2	6
O=C(Cc1ccc(F)cc1)Nc1nnc(-c2ccc(F)cc2)o1	-2	13	-14	-14	-3	2	-5	-16
O=C(c1cccc(F)c1)N1CCCC(C(=O)N2CCCCCC2)C1 (configuration not stated)	-7	19	-13	-8	4	4	-2	-2
COc1ccc(NC(=O)CN2C(=O)C(c3ccccc3)=NC23CCCCCC3)cc1	13	28	1	6	13	11	4	5
CCOC(=O)N1CCN(Cc2c(O)ccc3ccccc23)CC1	13	-4	-3	-3	8	-11	5	6
CN1CCN(S(=O)(=O)c2cccc(C(=O)Nc3cc(C(N)=O)cc(C(N)=O)c3)c2)CC1	7	-5	3	8	10	9	-2	43
CCOc1ccc(CCNC(=O)c2oc3c(c2C)-c2[nH]ncc2CC3)cc1OCC	8	2	-7	6	-4	-7	7	3
CC(=O)C1=C(O)C(=O)N(c2ccc(Br)cc2)C1c1ccc(Cl)cc1 (configuration not stated)	-3	-5	-18	-27	3	34	0	-9
CCN(CC)S(=O)(=O)c1cccc(-c2cn3cccnc3n2)c1	-3	-17	-5	-6	-4	4	-1	12
Cc1ccnc(SCC(=O)N2CCc3ccccc3C2)n1	2	-8	-7	7	10	-3	-8	4
COc1ccc(NC(=S)N2CCC(c3nc4ccc(Cl)cc4[nH]3)CC2)c(OC)c1	-11	14	8	16	0	18	3	4
Cc1ccc(NC(=O)CN(c2cc(C)cc(C)c2)S(=O)(=O)c2c(C)noc2C)nc1	0	-6	5	-5	15	5	4	4
Cc1ccc(-c2csc3nc(=O)c(C)nn23)cc1	-9	-4	-7	15	-9	0	-2	9
Cc1onc(-c2c(Cl)cccc2Cl)c1C(=O)N1CCN(c2ccc(F)cc2)CC1	-5	10	-2	0	13	-1	4	2
COc1cc2c(cc1OC)CN(C(=O)c1cccc([N+](=O)[O-])c1)CC2	-7	11	1	4	-21	0	-5	4
COc1ccc(-n2c(N)c(Br)c(=O)[nH]c2=O)cc1	-7	5	-1	16	-22	7	12	5
CCN(CC)S(=O)(=O)c1ccc2nc(CSc3nnnn3-c3ccc(O)cc3)[nH]c2c1	2	-23	-3	-15	16	0	-4	-9
C=CCOc1ccc(C2C(C#N)=C(N)N(N(C)C)C3=C2C(=O)CCC3)cc1 (configuration not stated)	-2	0	8	5	-1	1	3	2
COc1ccc(C(=O)c2c(-c3ccc(OC)cc3)oc3ccc(-c4ccc(OC)nc4)cc23)cc1	-2	-5	-15	2	15	2	-14	?
O=C(CN1CCOc2ccccc21)NC1CC1	9	-8	-2	9	-5	-19	3	-2
CC(C)c1ccc(NC2CCCN(C(=O)CN3C(=O)CSC3=O)C2)cc1 (configuration not stated)	4	-5	11	12	-7	-8	-9	0
CC(OC(=O)c1ccc(-c2ccc([N+](=O)[O-])cc2)o1)C(=O)NC(N)=O (configuration not stated)	-2	-6	-4	12	-5	2	-6	-21
Cc1c2cnn(CC(=O)O)c(=O)c2c(C)n1Cc1ccccc1	-4	-10	17	-10	-2	2	-8	1
Cc1ccc2nc(-c3ccncc3)cc(C(=O)Nc3ccc(OC(F)F)cc3)c2c1	-1	54*	1	9	3	-8	3	1
COc1ccc(/C=C2/C(=N)N3C(=NC2=O)Sc2cc(S(C)(=O)=O)ccc23)cc1OC	9	4	-9	9	-3	-6	-1	1
O=C(CSc1nc(CCC2CCCC2)nc2ccccc12)NCc1ccc2c(c1)OCO2	-9	-11	8	-26	19	20	2	?
Cc1ccc(CNC(=O)C(=O)NCC2CCCN2S(=O)(=O)c2cccs2)cc1 (configuration not stated)	-2	8	-7	-8	18	3	3	4
COc1ccccc1NC(=O)C[n+]1ccccc1	-12	2	3	9	-6	-3	7	0
O=C(NCCO)/C(=C\c1ccco1)NC(=O)c1ccco1	-6	-5	-2	-4	-9	-5	4	-10

Arranged by length of the SMILES (ascending): some entries from above.
SMILES	HKDC1 inh	Jurkat NFkB inh	SENP7 block	697 NFkB inh	Apaf1 inhib	Gli-Sufu block	SENP8 block	UBC13 polyUb
O=C(CN1CCOc2ccccc21)NC1CC1	9	-8	-2	9	-5	-19	3	-2
COc1ccccc1NC(=O)C[n+]1ccccc1	-12	2	3	9	-6	-3	7	0
COc1ccc(-n2c(N)c(Br)c(=O)[nH]c2=O)cc1	-7	5	-1	16	-22	7	12	5
Cc1ccc(CNC(=O)C(=O)NCC2CCCN2S(=O)(=O)c2cccs2)cc1 (configuration not stated)	-2	8	-7	-8	18	3	3	4
COc1cc2c(cc1OC)CN(C(=O)c1cccc([N+](=O)[O-])c1)CC2	-7	11	1	4	-21	0	-5	4
Cc1ccc2nc(-c3ccncc3)cc(C(=O)Nc3ccc(OC(F)F)cc3)c2c1	-1	54*	1	9	3	-8	3	1
COc1ccc(NC(=S)N2CCC(c3nc4ccc(Cl)cc4[nH]3)CC2)c(OC)c1	-11	14	8	16	0	18	3	4
CC(OC(=O)c1ccc(-c2ccc([N+](=O)[O-])cc2)o1)C(=O)NC(N)=O (configuration not stated)	-2	-6	-4	12	-5	2	-6	-21
Cc1ccc(NC(=O)CN(c2cc(C)cc(C)c2)S(=O)(=O)c2c(C)noc2C)nc1	0	-6	5	-5	15	5	4	4
COc1ccc(/C=C2/C(=N)N3C(=NC2=O)Sc2cc(S(C)(=O)=O)ccc23)cc1OC	9	4	-9	9	-3	-6	-1	1

Continued:
SMILES	HKDC1 inh	Jurkat NFkB inh	SENP7 block	697 NFkB inh	Apaf1 inhib	Gli-Sufu block	SENP8 block	UBC13 polyUb
Cc1cc(C)c(NC(=O)CSc2nnc(SCC(=O)Nc3c(C)cc(C)cc3C)n2N)c(C)c1	-4	-13	-1	-11	8	1	-3	-7
Cc1ccc(CNC(=O)CCn2cc(-c3ccc(C)cc3)nc2-c2ccncc2)cc1	-4	1	0	1	8	8	-10	15
Cc1ccc(NC(=O)CN(C)C2CCCCC2)cc1Br	1	-6	7	10	4	19	7	0
COc1ccc(NC(=O)Cn2c(=O)c(C)nc3ccccc32)cc1Cl	-1	-2	7	20	-4	7	3	-3
O=C(O)c1ccc(NC(=O)C2(c3ccccc3)CCOCC2)cc1	-5	-3	-2	12	-17	-1	1	1
COC(=O)c1ccc(OC(=O)c2cccs2)cc1	5	-10	-13	-4	-7	1	-31	-4
CC1CN(Cc2nc3c(c(=O)n(C)c(=O)n3C)n2CCCO)CC(C)O1 (configuration not stated)	3	1	-3	2	-13	-2	-1	1
Cc1ccccc1N1CC(C(=O)N2CC(C)OC(C)C2)CC1=O (configuration not stated)	-8	9	2	14	2	23	3	2
CCOc1ccc(NS(=O)(=O)c2ccc(C)c(C(=O)NCCCn3ccnc3)c2)cc1	4	-2	-8	-3	7	2	-6	0
O=C(CN1N=C(c2ccccc2)CCC1=O)NCCCN1CCc2ccccc2C1	-11	14	1	7	4	10	-4	9
CNCCOc1ccccc1-c1ccccc1	-2	1	0	16	-4	4	5	3
COc1ccccc1N1CC(C)(C)C(=O)N(C(=O)c2ccc(C)cc2)C1=S	4	-10	1	-6	10	-4	-13	2
CCCCCCCCCCCCOC1OC(CO)C(O)C(O)C1NC(C)=O (configuration not stated)	-6	15	0	13	-6	16	6	-11
O=C(NCc1cccnc1)NC1(C(F)(F)F)Oc2ccc(Cl)cc2O1 (configuration not stated)	-1	29	-1	-85	2	10	1	9
Cc1ccc(CNC(=O)c2nnn(CC(=O)Nc3cccc(C)c3C)c2N)cc1	2	1	4	9	-19	-6	-5	-2
CCOc1ccc(NC(=O)c2ccccc2C(=O)c2ccccc2)cc1OCC	-2	-4	-5	-16	-4	-5	-7	-1
O=C1N(O)C2(C=CCCC2)/C(=N\O)C12CCCCC2 (configuration not stated)	1	-7	3	5	0	-3	-3	3
CCCc1cc(C(=O)N2CCC(n3nccc3NC(=O)c3ccc(OC)cc3)CC2)no1	0	-10	-4	-15	-2	-8	-4	-2

Assay outcomes deposited in PubChem by Sanford-Burnham Center for Chemical Genomics.
